Screening data (PubChem)
Growth percent in the NCI-60 one-dose screen (48 h, 10 µM unless noted): 100 = growth as untreated, 0 = no growth, -100 = all killed.
OVCAR-3: OVCAR-3 ovarian cancer. hit rate 7% among 79,000. AID 1794787
CAKI-1: CAKI-1 renal cancer; hit rate 4.7% among 75,000; AID 1794772
ACHN: ACHN renal cancer | hit rate 4.9% among 81,000 | AID 1794771
TK-10: TK-10 renal cancer cells; AID 1794769; hit rate 3.9% among 81,000
RXF 393: RXF 393 renal cancer cells | hit rate 6.9% among 77,000 | AID 1794773
OVCAR-8: OVCAR-8 ovarian cancer; hit rate 4.4% among 81,000
A498: A498 renal cancer cells | hit rate 5.4% among 76,000
OVCAR-5: OVCAR-5 ovarian cancer. hit rate 2.9% among 82,000. AID 1794783
Active calls of the source: *; nt = not tested or not shown; & = joins results of further samples; [ ] = dose if it differs, or a comment. The calls were made as follows: active = growth percent below 10; inactive = the rest.

Structure,OVCAR-3,CAKI-1,ACHN,TK-10,RXF 393,OVCAR-8,A498,OVCAR-5
CCCCCCCC(=O)C(C)C,nt,nt,100,100,103,101,nt,105
COc1ccc(Nc2nc(C)c(/C(C)=N/NC(=S)Nc3ccccc3)s2)cc1,99,78,102,102,78,96,68,97
NC(N)=NCCCCC(N)C(=O)O (stereo not drawn),108,96,103,98,104,101,102,nt
O=C1c2cccnc2C(=O)c2c1c(C(=O)OCCN1CCCCC1)c1ccccn21,-2.7*,2.2*,-66*,-14*,-45*,-58*,47,-28*
NCCCC[C@H](NC(=O)[C@@H]1CCCN1C(=O)Cc1cccc2ccccc12)C(=O)N[C@@H](CCCN=C(N)N)C(N)=O,107,99,109,100,103,101,107,105
COC(=O)C1(C)COP(=O)(NC23CC4CC(CC(C4)C2)C3)OC1 (stereo not drawn),106,103,103,97,107,107,103,113
CC12CCCC(CC(=O)c3[nH]c4ccccc4c31)C2 (stereo not drawn),-26*,42,53,75,-22*,31,-6.4*,35
COc1cc(C2OC(CCC(=O)c3nc4ccc([N+](=O)[O-])cc4[nH]3)=NN2C(C)=O)cc(OC)c1OC (stereo not drawn),107,nt,101,137,109,102,109,109
COc1cc(C)cc(C(O)Cc2cccc(-c3ccc(N(c4ccccc4)c4ccccc4)cc3)n2)c1 (stereo not drawn),88,70,88,88,89,80,80,96
O=C(C[n+]1cccc(Br)c1)c1ccccc1,109,nt,108,92,104,102,80,104
C=C(C)[C@@H]1CC[C@]2(C(=O)N3CCN(C)CC3)CC[C@]3(C)[C@H](CC[C@@H]4[C@@](C)(CCCN)[C@H](C(=C)C)CC[C@]43C)[C@@H]12,105,100,111,109,97,94,87,107
C1CCc2nc3c(nc2C1)CCCC3,102,99,109,121,124,117,nt,97
CC(C)Cn1c(O)c(N=Nc2nc(-c3cc4ccccc4oc3=O)cs2)c2ccccc21,107,100,98,126,nt,111,126,113
COc1ccc(-c2nn(-c3ccccc3)cc2C2CC(c3cc4ccccc4oc3=O)=NN2C(N)=O)cc1 (stereo not drawn),110,67,73,99,88,89,94,90
CCCCCC(=N\N=C(N)N)/C(C)=N/N=C(N)N,91,82,94,79,nt,102,102,90
CC1(C)CC[C@]2(C(=O)N3CCNCC3)CC[C@]3(C)C(=CC[C@@H]4[C@@]5(C)CCC(=O)C(C)(C)[C@@H]5CC[C@]43C)[C@@H]2C1,118,94,112,101,115,96,126,109
COCc1cc(C)nc2sc(-c3snnc3C)c(N)c12,106,82,102,91,105,96,nt,97
CCN1C(=O)N(CC)C2NN3C(=O)C4(SC3=NC21)C(c1ccc(Cl)cc1Cl)CN(C)C41C(=O)Nc2ccccc21 (stereo not drawn),102,84,105,123,102,98,92,88
Nc1ccc(-c2nnc3sc(-c4ccc(F)cc4)nn23)cc1,103,94,103,94,114,99,99,99
O=C1COC2CCCCC2O1 (stereo not drawn),112,128,97,98,93,105,81,98
COc1cc(C(=O)/C=C/c2ccc(Oc3ccc(Br)cc3)cc2)cc(OC)c1OC,105,89,89,106,89,96,82,99
Nc1nc(N)nc(-c2cscn2)n1,99,nt,106,101,105,105,104,95
Nc1n[nH]c(CC(=O)NCc2ccccc2)n1,127,101,115,108,112,115,111,104
COc1cc(O)c(C(=O)CC(=O)c2ccncc2)c(OC)c1,103,88,101,102,103,118,nt,102
COc1cccc(-c2nn(C(C)(C)C)cc2-c2ccnc(NCCCNS(=O)(=O)c3ccc(Br)cc3)c2)c1,88&105,86&95,88&99,111&104,83&108,85&112,88&94,98&92
N#Cc1ccc([N+](=O)[O-])cc1OCCCN1CCOCC1,95,97,107,109,110,114,83,93
O=C(CSc1nnc(-c2cccs2)n1-c1ccccc1)Nc1ccc(C(=O)O)cc1,119,98,106,114,109,101,94,107
CCn1cc(-c2cc(-c3ccc(Cl)cc3)nc(N)n2)c(-c2ccc(Br)cc2)n1,89,52,47,80,95,85,92,69
CC1[C@H]2[C@H](C[C@H]3[C@@H]4CC=C5c6sc(Nc7cccc(Cl)n7)nc6CC[C@]5(C)[C@H]4CC[C@@]32C)O[C@]12CC[C@@H](C)CO2 (stereo partly drawn),94,85,96,171,123,74,93,113
C=C1C(=O)O[C@H]2[C@H]1CC/C(COC(=O)n1ccnc1)=C\CC[C@@]1(C)O[C@@H]21,57,nt,83,95,102,100,125,117

A different layout for part of the listing above.
Values run as follows: OVCAR-3, CAKI-1, ACHN, TK-10, RXF 393, OVCAR-8, A498, OVCAR-5
CC12CCCC(CC(=O)c3[nH]c4ccccc4c31)C2 (stereo not drawn)
 : -26*, 42, 53, 75, -22*, 31, -6.4*, 35
C=C1C(=O)O[C@H]2[C@H]1CC/C(COC(=O)n1ccnc1)=C\CC[C@@]1(C)O[C@@H]21
 : 57, nt, 83, 95, 102, 100, 125, 117
O=C1COC2CCCCC2O1 (stereo not drawn)
 : 112, 128, 97, 98, 93, 105, 81, 98
CC1[C@H]2[C@H](C[C@H]3[C@@H]4CC=C5c6sc(Nc7cccc(Cl)n7)nc6CC[C@]5(C)[C@H]4CC[C@@]32C)O[C@]12CC[C@@H](C)CO2 (stereo partly drawn)
 : 94, 85, 96, 171, 123, 74, 93, 113

Given field by field: 2 of the compounds above
> COc1cc(O)c(C(=O)CC(=O)c2ccncc2)c(OC)c1
  OVCAR-3 = 103
  CAKI-1 = 88
  ACHN = 101
  TK-10 = 102
  RXF 393 = 103
  OVCAR-8 = 118
  A498 = nt
  OVCAR-5 = 102
> COc1ccc(Nc2nc(C)c(/C(C)=N/NC(=S)Nc3ccccc3)s2)cc1
  OVCAR-3 = 99
  CAKI-1 = 78
  ACHN = 102
  TK-10 = 102
  RXF 393 = 78
  OVCAR-8 = 96
  A498 = 68
  OVCAR-5 = 97

Next section:
Structure,OVCAR-3,CAKI-1,ACHN,TK-10,RXF 393,OVCAR-8,A498,OVCAR-5
O=S(=O)(Nc1cccc(F)c1)c1cccc(C(F)(F)F)c1,91,100,103,90,113,104,96,94
CCOc1ccc2c(c1)sc1nc(-c3ccccc3)c(-c3cc(OC)c(OC)c(OC)c3)n12,116,91,108,121,116,111,109,105
COc1cc(CNC(=O)/C=C/c2ccc3c(c2)OCO3)ccc1OCc1cn(-c2cccc([N+](=O)[O-])c2)nn1,103,77,82,114,66,78,111,92
O=c1cc(-c2ccccc2)oc2c(O)c(O)ccc12,5.3*,37,40,75,73,53,73,63
CC1(C)NCCC[C@]2(C)[C@H]3C=CC4=C5C[C@](C)(CO)CC[C@]5(C)CC[C@@]4(C)[C@]3(C)CC[C@@H]12,-79*[100 µM],-96*[100 µM],-95*[100 µM],-78*[100 µM],-70*[100 µM],-58*[100 µM],-89*[100 µM],-99*[100 µM]
CC1(C)[C@H](O)CC[C@]2(C)[C@@H]1CC[C@@]13C[C@@H](CC[C@H]12)[C@@](O)(CO)C3,112,98,106,108,nt,110,97,106
COc1cc2c3c([nH]c(=O)c2cc1OC)CCCC3,108,92,98,108,93,98,79,88
O=C(O)c1ccc(CNc2ccc(C(=O)CCl)cc2)cc1,91,87,99,104,78,99,61,97
COc1ccc(-c2nc3c(c(=O)n2C(C)=O)C(c2ccc(Cl)cc2)c2sc4c(Cl)cccc4c2O3)cc1 (stereo not drawn),-71*,-6.4*,9.0*,-36*,-27*,-23*,-2.8*,-14*
O=C(NCCCNc1cc(-c2cn(-c3ccccc3)nc2-c2cccc(O)c2)ccn1)Nc1ccc(F)cc1,28,13,25,65,-35*,21,-6.4*,38
CC(CN(C)C)Sc1nnc(SC(C)CN(C)C)s1 (stereo not drawn),109,100,109,105,106,109,95,117
Cc1cc(C)c2c(N)c(C(=O)c3ccc4c(c3)OCCO4)sc2n1,107,100,95,116,88,82,94,100
O=C(O)c1cc2cccc(O)c2cc1O,113,89,98,97,107,100,nt,104
CCOC(=O)c1c(CCC(=O)O)c[nH]c1C(=O)O,109,nt,104,92,111,96,98,98
COc1cccc(C(N)=O)c1OC,110,nt,nt,96,119,104,104,113
O=C1/C(=C\c2coc3ccc(Br)cc3c2=O)c2ccccc2N1c1c(Cl)cccc1Cl,102,60,95,76,95,85,82,109
Cc1cc(C)n(-c2nc(-c3ccccc3)c(C#N)c(=O)n2C)n1,110,94,102,130,117,104,120,111
CCC1(c2ccc(Cl)cc2)NC(=O)NC1=O (stereo not drawn),113,nt,nt,92,110,94,77,111
Nc1ccc(S(=O)(=O)c2ccc(NCNc3ccc(S(=O)(=O)c4ccc(N)cc4)cc3)cc2)cc1,107,101,112,88,103,98,87,110
COc1ccccc1-[n+]1cc(-c2ccc(-c3ccc(S(C)(=O)=O)cc3)cc2)n2c1CCCCC2,96,nt,106,84,nt,95,86,106
N#Cc1c(Nc2ccc(Cl)cc2)[nH]n(C2=Nc3ccccc3Sc3ccccc32)c1=O,67,40,41,69,84,78,68,83
CC(C)c1ccccc1NC(=O)N1CCC(C(C)C)CC1,113,92,nt,127,101,105,99,117
CCC(=O)OC1=C(C)SC2=NC(c3ccc(Cl)c(Cl)c3)=CC(c3cc(OC)c(OC)c(OC)c3)N21 (stereo not drawn),108,88,102,133,91,nt,116,102
OC(COc1ccccc1)CN1CCN(c2ccc(Cl)cc2)CC1 (stereo not drawn),100,95,107,105,113,94,104,111
COc1ccc2cc([C@H](C)C(=O)N/N=C/c3ccccc3Br)ccc2c1,107,90,88,95,107,96,93,97
O=C(NCCc1ccccc1)c1ccc2c(c1)nc(-c1ccccc1)n2C1CCCCC1,90,88,84,80,112,100,108,98
Cc1ccc(N)c(C(=O)Nc2cc(C)no2)c1,103,81,125,120,99,114,nt,84
CCCCC[n+]1ccc(SCC(=O)N(C)c2ccc(OC(F)(F)F)cc2)c2ccccc21,111,92,109,115,nt,115,106,112
COc1ccc(/C=C/C(=O)c2ccc(NC(=O)c3ccccc3OC(C)=O)cc2)cc1,114,96,107,nt,110,109,116,122
COc1ccc(-c2nc(N=Nc3c(O)[nH]c4ccc(C)cc34)[nH]c(=O)c2C#N)cc1OC,110,86,107,104,112,103,nt,105
CC1(C)N=C(N)N=C(N)N1c1ccc(Cl)c(Cl)c1,53,61,28,48,61,29,99,nt
CCCC(C)(C)COC(=O)c1cccc(N)c1,102,nt,nt,85,123,84,89,114
COc1ccc(NC(=O)Oc2cc(C)ccc2C(C)C)cc1,nt,nt,105,126,nt,96,95,158
COc1ccc(C(=O)CSc2nc(-c3ccc(OC)cc3)cn2-c2ccc(Cl)cc2)cc1,105,90,91,96,86,96,76,93
O=Cc1ccc2cc1OCC#C/C=C\C#CCO2,131,132,99,99,99,102,101,98
Cc1nc2ccccc2n1-c1ncnc2c1CC(C)c1ccccc1N2C (stereo not drawn),95,80,93,97,102,85,70,101
COc1ccc(/C=C/C(=C/c2c(O)[nH]c3cc(Br)ccc23)N=O)cc1,114,93,110,148,130,104,94,110
CN1C(=O)N(C)C2(c3ccccc3)N(CC(=O)N3CCOCC3)C(=O)NC12c1ccccc1 (stereo not drawn),110,86,102,102,99,105,109,104
COC(=O)c1cc(-c2ccccc2)n(C(=O)CSc2nc3sc(C(N)=O)c(C)c3c(=O)n2Cc2ccccc2)n1,106,101,101,108,111,109,58,105
COc1cccc(-c2cc(-c3ccc(OC)c(S(N)(=O)=O)c3)[nH]c(=O)c2C#N)c1,114,87,104,107,107,104,105,108
CC1(C)CC(=O)C(CSC(=O)c2ccccc2)C(=O)C1,106,116,103,89,101,98,108,88
CCSC1=CC(=O)c2ccccc2C1=O,-27*,32,3.0*,89,43,49,98,116
Nc1nc(C(=O)N/N=C/c2ccc(F)cc2)nn1-c1ccc(S(N)(=O)=O)cc1,102,90,99,99,96,97,100,104
C/C(=N/N=C(N)N)c1ccc(N)cc1,93,38,102,104,99,111,103,105
O=C(/C(=C/c1ccc(F)cc1)c1ccccc1)c1ccc(O)cc1,99,nt,95,134,94,95,nt,101
CCCC(=O)C(CC)C(=O)Nc1ccccc1 (stereo not drawn),113,96,108,107,110,100,97,100
CC(C)CCC[C@@H](C)[C@H]1CC[C@H]2[C@@H]3CC[C@H]4C[C@@H](N)CC[C@]4(C)[C@H]3CC[C@]12C,101,67,40,71,67,97,44,66
Nc1nc2c(N=Nc3ccccc3)c(N)nn2c(-c2ccc(Cl)cc2)c1-c1nc2ccccc2s1,113,93,96,120,92,105,60,95
Cc1[nH]nc2c1C(c1cc(=O)oc3ccc(Cl)cc13)CC(=O)O2 (stereo not drawn),100,104,100,94,105,102,107,97
N#Cc1c2c([nH]c(=O)c1C(N)=O)CCCCC2,113,99,104,95,108,102,90,97
N#Cc1c(-c2ccc(Cl)cc2)nc(SCc2ccc([N+](=O)[O-])cc2)[nH]c1=O,nt,73,88,91,82,94,68,101
CCOc1nc(N)nc(OCC)c1OCC,103,nt,103,100,114,106,116,97
Cc1ccc(Nc2ncnc3c2c(C)nn3-c2ccc([N+](=O)[O-])cc2)cc1,46,64,63,98,61,73,nt,101
O=C(Cn1c(-c2ccccc2)nc2cc(Cl)c(Cl)cc21)N=Nc1c(O)[nH]c2ccccc12,nt,77,77,117,12,82,nt,93
CCNCCCCNCCCCNCCCCNCCCCNCC,93,78,80,64,82,nt,129,108
COC(=O)/C(CCC(Br)C(C)(C)N1CC=CCC1)=C1\[C@@H](OC(C)=O)C[C@@]2(C)[C@H]1C[C@@H](O)[C@H]1[C@@]3(C)CC[C@H](O)[C@@H](C)[C@@H]3CC[C@@]12C (stereo partly drawn),104,75,99,105,90,90,123,105
CCOC(=O)c1c(NC(=O)CSc2nnc(-c3cccnc3)o2)sc2c1CCCC2,118,121,113,117,109,100,112,103
CC(C)C[C@H]1N[C@@]2(C(=O)Nc3ccccc32)[C@@H](c2ccc(F)cc2)[C@@H]1C(=O)c1ccc(O)cc1,99,61,77,121,nt,94,96,92

These rows are one share of the data; rates above refer to the full screens.
